Bioassay records deposited in PubChem BioAssay by Sanford-Burnham Center for Chemical Genomics.
Mdm2 MdmX PPI – inhibitors of human Mdm2/MdmX interaction; SaOS-2 split-luciferase Mdm2/MdmX complementation, luminescence; inhibition, % at 8 µM; hit rate 3% among 330,000;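 active means inhibition of at least 50% at 8 µM in the primary screen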
tim10-1 inh – inhibits growth of tim10-1 mutant yeast | hit rate 2.2% among 330,000 | S. cerevisiae tim10-1 ts strain growth, BacTiter-Glo, 24 h | inhibition, % at 20 µM;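 active means inhibition of at least 40%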;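 further: mutant grown at 25 °C; 0% = DMSO wells with yeast and 100% = wells holding no yeast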
697 NFkB inh – inhibitors of the PMA/ionomycin-induced NF-kB reporter in 697 B cells | 697 B-cell NF-kB luciferase reporter, 16 h | inhibition, % at 4 µM | hit rate 0.33% among 330,000; in the data active means inhibition above about 35%
Jurkat NFkB inh – lowers PMA/ionomycin-induced NF-kB signal in Jurkat cells; AID 435003; PMA/ionomycin-induced NF-kB luciferase reporter, luminescence; hit rate 0.53% among 330,000; inhibition, % at 4 µM; in the data active means inhibition above about 50%
tim23-1 inh – growth inhibitors of tim23-1 mutant yeast. S. cerevisiae tim23-1 growth, BacTiter-Glo luminescence, 24 h. inhibition, % at 20 µM. hit rate 1.3% among 330,000. AID 463212;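 active means growth inhibition of the mutant yeast at or above 50%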;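 further: temperature-sensitive mutant grown at 25 °C; plate controls were DMSO-treated mutant yeast for no effect and medium wells lacking yeast for full effect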
TIM10 inh – inhibits growth of TIM10 yeast strain; S. cerevisiae TIM10 strain growth, BacTiter-Glo luminescence, 24 h; inhibition, % at 10 µM; hit rate 1.4% among 330,000;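 active means inhibition of 40% or more at the single tested concentration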;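 further: wild-type TIM10 isogenic control strain grown at permissive 25 °C; 0% = DMSO yeast wells and 100% = minimal medium wells without yeast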
CHOP UPR activ – apoptotic UPR (CHOP) activation | hit rate 0.34% among 330,000 | activation, % at 10 µM | AID 449763 | CHO-CHOP luciferase reporter, luminescence; percent of tunicamycin response over DMSO baseline;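 active means at 10 µM dose, activation of 40% or more, normalized to positive control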;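 further: 100% = tunicamycin at 10 µg/mL and 0% = DMSO alone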
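System: CHO-CHOP luciferase reporter cell line; amount: 500 cells/well; buffer or medium: F12 medium containing 10% fetal bovine serum; incubation: 6 h compound exposure at 37 °C after overnight seeding; measured by: luciferase luminescence after 10 min with Steady-Glo reagent; evaluation: % reporter activation, DMSO baseline versus tunicamycin full activation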
UPR XBP1 act – adaptive UPR (XBP1) activation; CHO-XBP1 luciferase reporter, IRE1-XBP1 UPR activation, luminescence; percent of tunicamycin response, DMSO as zero; activation, % at 20 µM; hit rate 0.33% among 330,000; AID 463104;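 active means versus positive control, 20 µM dose yields 30% or more activation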;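 further: 100% = tunicamycin at 10 µg/mL and 0% = DMSO only wells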
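Assay system: CHO-XBP1 luciferase reporter cells; Schedule: 6 h treatment, 37 °C; Detection: glow luminescence from Steady-Glo reagent; Benchmarks: high control tunicamycin 10 µg/mL final, low control DMSO vehicle only.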
Starred values were filed as active, the others as inactive.

Start of the listing, in advance (12 entries):
SMILES	Mdm2 MdmX PPI	tim10-1 inh	697 NFkB inh	Jurkat NFkB inh	tim23-1 inh	TIM10 inh	CHOP UPR activ	UPR XBP1 act
CC1=NN(c2nc(C)cc(C)n2)C(=O)C1CCC(C)C (stereo not drawn)	2	18	9	8	1	2	-0.4	-1
O=C(Cc1cccc2ccccc12)Nc1ccccc1	16	0	4	-10	24	-14	-1.3	2
CCN(CC)CCNC(=O)C(=O)Nc1cc2c3c(c1)CCC(=O)N3CCC2	24	-11	0	-7	1	2	-0.9	-2
CCc1ccc(NC(=O)NCCN2CCCCC2)cc1	-3	-27	-14	-24	-12	-5	2.8	-5
O=P1(Nn2cnnc2)C=C(c2ccccc2)OC(c2ccccc2)=C1	-3	13	4	9	13	11	-1.1	-3
CC(=O)c1ccc(S(=O)(=O)N(C)CCCC(=O)N(C)Cc2c(F)cccc2Cl)cc1	-11	3	-7	-1	16	15	1.0	-7
CC(C)c1ccc(NC(=O)c2cc(S(=O)(=O)NCC3COc4ccccc4O3)ccc2F)cc1 (stereo not drawn)	26	43*	-4	11	34	38	0.7	-3
NC1=NC2(CCCCC2)N(c2ccc(F)cc2F)C(N)=N1	-8	-7	13	2	-1	-6	-0.2	7
CN(CCCNS(=O)(=O)c1cccc2cccnc12)Cc1ccccc1	1	5	0	-2	0	5	-1.6	-4
CCOc1cc(CNc2cccc3[nH]c(C)nc23)ccc1OC	16	9	-16	8	16	20	1.1	3
C/C(=N\NC(=O)c1cccc([N+](=O)[O-])c1)c1ccncc1	32	15	18	3	4	13	0.2	0
COc1cc2[nH]c(C(=O)N3CC(C)OC(C)C3)cc2c(OC)c1OC (stereo not drawn)	6	7	15	-10	2	14	0.3	-1

Main list (from the top)
SMILES	Mdm2 MdmX PPI	tim10-1 inh	697 NFkB inh	Jurkat NFkB inh	tim23-1 inh	TIM10 inh	CHOP UPR activ	UPR XBP1 act
CC1=NN(c2nc(C)cc(C)n2)C(=O)C1CCC(C)C (stereo not drawn)	2	18	9	8	1	2	-0.4	-1
O=C(Cc1cccc2ccccc12)Nc1ccccc1	16	0	4	-10	24	-14	-1.3	2
CCN(CC)CCNC(=O)C(=O)Nc1cc2c3c(c1)CCC(=O)N3CCC2	24	-11	0	-7	1	2	-0.9	-2
CCc1ccc(NC(=O)NCCN2CCCCC2)cc1	-3	-27	-14	-24	-12	-5	2.8	-5
O=P1(Nn2cnnc2)C=C(c2ccccc2)OC(c2ccccc2)=C1	-3	13	4	9	13	11	-1.1	-3
CC(=O)c1ccc(S(=O)(=O)N(C)CCCC(=O)N(C)Cc2c(F)cccc2Cl)cc1	-11	3	-7	-1	16	15	1.0	-7
CC(C)c1ccc(NC(=O)c2cc(S(=O)(=O)NCC3COc4ccccc4O3)ccc2F)cc1 (stereo not drawn)	26	43*	-4	11	34	38	0.7	-3
NC1=NC2(CCCCC2)N(c2ccc(F)cc2F)C(N)=N1	-8	-7	13	2	-1	-6	-0.2	7
CN(CCCNS(=O)(=O)c1cccc2cccnc12)Cc1ccccc1	1	5	0	-2	0	5	-1.6	-4
CCOc1cc(CNc2cccc3[nH]c(C)nc23)ccc1OC	16	9	-16	8	16	20	1.1	3
C/C(=N\NC(=O)c1cccc([N+](=O)[O-])c1)c1ccncc1	32	15	18	3	4	13	0.2	0
COc1cc2[nH]c(C(=O)N3CC(C)OC(C)C3)cc2c(OC)c1OC (stereo not drawn)	6	7	15	-10	2	14	0.3	-1
COc1ccccc1-c1nnc(SCC(=O)N2CCCC2)o1	3	-1	-8	9	-3	-1	4.0	4
CS(=O)(=O)c1ccc2nc(NC(=O)CN3CCN(Cc4ccccc4)CC3)sc2c1	20	6	-5	-18	15	-11	1.7	0
COCCCNC(=O)c1oc2ccc(S(=O)(=O)N3CCOCC3)cc2c1C	30	-3	12	-1	5	7	-0.4	0
Nc1c(C(=O)NC2CCCC2)c2nc3ccccc3nc2n1/N=C/c1ccco1	73*	-3	8	9	14	2	5.3	7
CCC1CCCCN1CCCNC(=O)c1ccc(CS(=O)(=O)Cc2ccccc2F)o1 (stereo not drawn)	7	9	-7	-19	16	-4	-3.2	0
CC(=O)c1ccc(N2CCN(C(=O)c3ccc4nc[nH]c4c3)CC2)cc1	-1	-1	2	2	1	-11	-1.1	-1
O=C(Nc1ccc(OC(F)(F)F)cc1)NC1CCC(Oc2ccc(C(=O)O)cc2)CC1 (stereo not drawn)	39	8	14	-3	11	7	2.8	0
COc1ccc(Nc2cc(C(=O)NCCCN3CCOCC3)c3ccccc3n2)cc1	23	8	-7	-1	-21	-8	1.9	-4
Cc1cccc2sc(NC(=O)CSc3cn[nH]n3)nc12	6	-5	11	24	4	-9	0.1	-5
CCCCSc1[nH]c(=O)c(C(=O)OCC)cc1C#N	-21	-14	-27	-4	3	-33	0.4	-3
CCOC(=O)c1c(C)c(C(=O)N(C)C2CCCCC2)c(C)n1C	8	33	23	-4	30	16	1.8	-1
CC(C)NC(=O)Nc1ccc2c(c1)C(=O)N([C@H](C)CO)C[C@H](C)[C@@H](CN(C)S(C)(=O)=O)O2	17	1	0	-7	-3	10	1.5	-1
Cc1ccc(SCC(=O)c2ccc[nH]2)cc1	-22	21	-30	-56	24	-10	2.2	2
CCC(=O)Nc1nc(-c2ccccc2)ns1	-36	20	-75	-55	13	21	3.5	3
Cc1ccc2ccc(S(=O)(=O)NCc3ccccn3)cc2c1	12	-6	-9	9	8	10	1.9	2
O=C(CCCn1c(SCC(=O)Nc2ccccc2Cl)nc2ccccc2c1=O)NCC1CCCO1 (stereo not drawn)	21	13	-12	-4	4	15	-0.5	-3
Cc1nc(-c2ccccc2)sc1-c1n[nH]c(=S)n1C	-6	48*	-14	-1	38	26	-1.4	3
CC(C)Oc1ccc(C(=O)NC2CCN(Cc3ccccc3)CC2)cc1	3	1	-3	25	4	-10	0.1	-2
CCC(C)SCC(=O)Nc1ccc(S(=O)(=O)N2CCOCC2)cc1OC (stereo not drawn)	4	12	-2	1	24	-3	-1.7	0
Cc1nn(C(=O)CNS(=O)(=O)c2ccccc2)c(C)c1Sc1ccc(Cl)cc1	40	6	-15	5	30	16	-0.8	1
O=C(Cc1ccccn1)Nc1ccccc1	6	3	0	-10	7	-4	-0.7	0
CCOc1ccccc1CN1C(=O)NC2(CCCCCC2)C1=O	-20	14	-9	-14	29	4	1.6	-3
O=C(CCC(=O)Nc1ccc(F)cc1)N/N=C/c1cc([N+](=O)[O-])ccc1O	7	6	-6	8	-34	3	0.3	-3
O=C(c1cc2sccc2n1Cc1ccccc1)N1CCCc2ccccc21	-2	23	-15	-4	24	29	0.2	-1
Cc1cccc(NC(=O)CSc2nnc(Cn3cnc4ccccc43)o2)c1	8	13	6	6	-2	-3	-0.2	1
COC(=O)c1ccc2c(=O)n(Cc3ccc4c(c3)OCO4)c(SCC(=O)N3CCCC3)nc2c1	-10	17	16	17	13	-10	1.5	1
COc1ccc(C=NCCC2(O)CC(C)N(C)CC2C)cc1 (stereo not drawn)	18	10	-13	-2	5	2	-1.2	-2
Cc1cc(C)cc(OCC(=O)OCC(=O)N(CC(C)C)c2c(N)n(Cc3ccccc3)c(=O)[nH]c2=O)c1	26	0	23	16	-1	3	0.6	-5
O=C(NNC(=O)c1ccccc1C(=O)O)c1cc2ccccc2o1	-3	4	0	-3	19	4	0.1	-1
C=CCNC(=O)CCCC(=O)NCC=C	2	1	2	-3	-3	3	-0.6	-1
CCOc1ccc(C(=O)C2CCN(CC(=O)Nc3ccccc3N3CCOCC3)CC2)cc1	9	34	-10	1	38	32	0.2	-2
CC(Oc1ccc(-c2ccccc2)c(F)c1)c1ccn(S(=O)(=O)c2ccc(Cl)cc2)n1 (stereo not drawn)	-9	8	2	-13	2	-5	-1.2	-2
Cc1cccc(OCC2CCCN(Cc3nc(C4CC4)no3)C2)c1 (stereo not drawn)	19	-3	21	-14	4	-14	-0.6	-4
O=c1[nH]c2cc3c(cc2cc1CN(CCCO)Cc1nnnn1Cc1ccc(F)cc1)OCO3	-13	23	-46	-30	12	7	0.0	-2
CCC1Oc2ccccc2N(CC(=O)NCCN2C(C)CCCC2C)C1=O (stereo not drawn)	16	-7	9	-12	4	-4	-2.6	-7
Cc1c(Cl)cccc1-n1c(SCC(=O)N2CCC(C(=O)O)CC2)nc2ccccc2c1=O	-4	16	13	-7	19	2	0.9	0
COc1ccc(NC(C)=O)cc1S(=O)(=O)NC(C)c1ccc(-n2ccnc2)cc1 (stereo not drawn)	6	4	19	8	7	9	3.4	-3
C=CCNc1nc(C(=O)OCC(=O)c2ccc(F)cc2)cs1	14	4	5	13	3	1	4.9	4
O=C(O)CCCC(=O)Nc1ccccc1C(=O)N1CCOCC1	-24	1	15	-4	-6	4	0.1	0
Cc1cc2ccccc2n2c(SCC(=O)N3CCOCC3)nnc12	21	6	10	2	0	-13	0.4	0
COc1ccc(F)cc1C(=O)C1CCCN(C(=O)CSc2ccccn2)C1 (stereo not drawn)	-23	33	-8	-3	24	-1	-1.0	0
CCN(CC)CCCN=C(N)N	1	23	2	4	19	2	2.7	0
CC1CN(S(=O)(=O)c2ccc(C(=O)Nc3nnc(-c4ccc5c(c4)CCCC5)o3)cc2)CC(C)O1 (stereo not drawn)	67*	25	-43	6	13	7	5.3	0
Cn1nc(C(=O)OCC(=O)c2ccc(Br)cc2)c2ccccc2c1=O	8	-4	-22	-3	25	3	-0.5	-2
